# NLRP3 yeast inh – NALP3 inflammasome inhibitors in reconstituted yeast, primary screen, luminescence, uHTS. AID 2825, 2010. inhibition, % at 10 µM. 330,000 tested, 0.39% active. Yeast reconstituted NLRP3/ASC/caspase-1, beta-gal luminescence, 24 h;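 active = inhibition of 50% or more; inactive = inhibition below 50%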;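 note: plate controls were induced DMSO wells for no effect and uninduced yeast grown without galactose for full effect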
# SENP1 inh – human SENP1 catalytic domain inhibitors, primary screen, biochemical, FRET, uHTS. AID 624204, 2012. inhibition, % at 10 µM. recombinant SENP1 catalytic domain, CyPet-SUMO1-YPet FRET cleavage. Sentrin-specific protease 1 (Homo sapiens), Q9P0U3. 360,000 tested, 0.21% active;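 active = inhibition at least 30% at 10 µM, raw YFP signal under a set limit, fluorescence ratio 0.5 to 1.5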;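 note: 0% = enzyme with DMSO and 100% = no enzyme wells; some results filed as inactive read as strong as hits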
#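 Test system: hSENP1 catalytic domain, recombinant; Amount: 20 pM final SENP1 enzyme; Medium: Tris pH 8 buffer plus EDTA, NaCl, BME, BSA, NP40, catalase; Schedule: 50 min enzyme reaction, room temperature, light-protected; Technique: FRET fluorescence in CFP and YFP emission channels; Controls: no-enzyme wells low, DMSO-plus-enzyme wells high control.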
# A3A deaminase – APOBEC3A ssDNA deaminase inhibitors, primary screen, selectivity assay for APOBEC3G inhibitor project, biochemical, FAM/TAMRA oligo cleavage fluorescence; recombinant A3A, FAM/TAMRA ssDNA deamination fluorescence; 330,000 tested, 0.41% active; AID 493011, 2011; inhibition, % at 20 µM;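 active = at least 40% inhibition at 20 µM here, with at most 30% in a related deaminase screen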;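 note: plate controls were A3A with DMSO for no effect and wells lacking A3A enzyme for full effect; some results filed as inactive read as strong as hits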
# APOBEC3G inh – APOBEC3G DNA deaminase inhibitors, primary screen, biochemical, fluorescence, single-stranded DNA substrate, uHTS | recombinant A3G, ssDNA deamination FAM/TAMRA fluorescence | inhibition, % at 20 µM | 330,000 tested, 0.28% active | AID 493012, 2011;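 active = inhibition of at least 40% at 20 µM, with no more than 30% in the related APOBEC3A deaminase screen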;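 note: plate controls were DMSO wells with A3G for no effect and wells lacking A3G enzyme for full effect; some compounds called inactive have numbers as strong as hits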
# mIAP activ – activators of mouse IAP, primary screen, biochemical, luminescence, uHTS. AID 2805, 2010. activation factor at 10 µM. 330,000 tested, 0.24% active. muIAP, CDP-Star luminescence, 30 min; active compounds read high; 1 = vehicle-only enzyme signal, 0 = enzyme-free wells. intestinal alkaline phosphatase [Mus musculus];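 active = activation factor of at least 2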; note: the source names both 10 and 20 µM as test concentration; values of inactives mirror those of a sister screen read the other way
#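 System: mouse IAP enzyme. Reagent: CDP-Star chemiluminescent phosphatase substrate. Benchmarks: DMSO wells, no-enzyme wells. Times: 30 min enzyme-substrate-compound incubation at room temperature. Detection: luminescence from enzymatic CDP-Star hydrolysis. Doses: test compounds delivered from DMSO solution.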
# mIAP inh – inhibitors of mouse IAP, primary screen, biochemical, luminescence, uHTS. intestinal alkaline phosphatase [Mus musculus]. purified mouse IAP, CDP-Star luminescence, 30 min. inhibition, % at 10 µM. 330,000 tested, 0.2% active. AID 2806, 2010;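 active = inhibition of at least 40% at 10 µM in the primary screen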;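 note: plate controls were DMSO with enzyme for no effect and no enzyme wells for full effect; values of inactives mirror those of a sister screen read the other way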
# hIAP act – human IAP activators, primary screen, biochemical, luminescence, uHTS. purified human IAP, CDP-Star luminescence, 30 min; active compounds read high; 1 = vehicle-only enzyme, 0 = enzyme-free background. activation factor at 10 µM. 330,000 tested, 0.16% active;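 active = activation factor of the enzyme at least 2-fold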; note: the source names both 10 and 20 µM as test concentration; values of inactives mirror those of a sister screen read the other way
# beta cell repl – inducers of MIN6 beta-cell proliferation, primary screen, ATP luminescence, uHTS; MIN6 cells proliferation, ATPlite luminescence, 48 h; cells starved in 0.2% serum; 100% = growth in 10% serum; proliferation, % at 10 µM; 330,000 tested, 0.29% active; AID 2380, 2010;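 active = compounds whose signal lies at least 3.5 SD above the mean of all wells on their plate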;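 note: 0% = DMSO-treated cells in low-serum medium and 100% = 10% serum control; some compounds called inactive have numbers as strong as hits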
# hIAP inh – human IAP inhibitors, primary screen, biochemical, luminescence, uHTS; Intestinal-type alkaline phosphatase (Homo sapiens), P09923; 330,000 tested, 0.12% active; purified IAP, CDP-Star luminescence, 30 min; inhibition, % at 10 µM;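 active = inhibition reaching a set limit with compound at 10 µM in the primary screen, cut at about 35% in these data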;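 note: plate controls were DMSO wells with enzyme for no effect and no-enzyme buffer wells for full effect; values of inactives mirror those of a sister screen read the other way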
# The depositor's hits bear a star.
SMILES,NLRP3 yeast inh,SENP1 inh,A3A deaminase,APOBEC3G inh,mIAP activ,mIAP inh,hIAP act,beta cell repl,hIAP inh
Cc1ccccc1C(=O)NCCNC(=O)c1cnccn1,0,0,-2,-10,0.92,8,1,0,0
NC(=O)Cn1cc(/C=N\NS(=O)(=O)c2ccc(F)cc2)c2ccccc21,-2,2,-5,-8,1,-4,1.1,-3,-5
COc1ccccc1NC(=O)Cn1nc(-c2ccncc2)nc1SCC(=O)NC1CCCC1,-4,0,4,-3,1,-5,1.1,-2,-5
O=C(c1ccco1)N1CCN(CC2CC3C=CC2C3)CC1 (stereo not given),1,1,-1,-3,0.97,3,0.98,0,2
CCOC(=O)c1ccc(N2C(=O)CC(C)(CC)CC2=O)cc1,22,2,1,0,1,-3,0.97,0,3
CCCCNC(=O)C1CC(c2ccc(C(F)(F)F)cc2)=NO1 (stereo not given),33,0,2,0,0.9,10,0.83,-2,17
O=C(O)CCSc1nnc(COc2ccc([N+](=O)[O-])cc2)n1-c1ccccc1,16,2,-3,-10,1.3,-26,0.99,0,1
O=C(c1ccc2c(=O)n3c(nc2c1)CCC3)N1CCCSC1=Nc1ccccc1,20,-3,3,-12,0.94,6,1.2,-3,-21
CCOC(=O)C1CCCN(c2c(NCc3ccco3)c(=O)c2=O)C1 (stereo not given),14,-1,-1,-2,0.97,3,1,-2,0
Cc1ccc(N=Cc2c(C)[nH]n(-c3nc4ccccc4[nH]3)c2=O)cc1,-3,-17,-2,0,0.9,10,1.8,-2,-79
O=C(c1ccccc1)N1CCCCCC1,16,1,-8,-6,1.1,-9,0.87,-1,13
Cc1ccccc1-c1nc(CS(=O)(=O)CC(=O)N(C)C2CCCCC2)c(C)o1,22,-1,-2,-8,0.98,2,1,0,0
N#C/C(=C\c1cccc(Cl)c1)c1n[nH]c(Cn2cncn2)n1,16,2,-5,-6,0.9,10,1,1,-1
Cn1nccc1C(=O)N1CCCC(N2CCN(Cc3ccc4c(c3)OCO4)CC2)C1 (stereo not given),9,1,6,-1,1,-2,0.75,-3,25
CCN1CCN(C(=O)C2CCCN(S(=O)(=O)c3ccc(OC)c(OC)c3)C2)CC1 (stereo not given),8,0,-1,-12,0.97,3,0.93,0,7
CCN1CCN(CC(O)COCc2cc(OC)c(OC)c(OC)c2)CC1 (stereo not given),1,4,-1,-3,0.95,5,1.1,-1,-10
O=C(Nc1cnc2ccccn2c1=O)c1ccc(F)cc1,22,0,-4,-7,1,-3,1,0,0
O=C(N1CCN(CCO)CC1)N1c2ccccc2CCc2ccccc21,5,-5,-4,-8,1,-3,0.99,-1,1
CCC(=O)NCCc1nc2cc(NC(=O)c3ccc(OC)cc3)ccc2n1C,12,2,5,2,0.98,2,1,-3,-2
CC(C)c1cc(C(=O)NCc2ccco2)no1,7,-6,10,-5,1.1,-9,1,-1,0
COc1ccc(C2NC(=O)NC(C)=C2C(C)=O)cc1 (stereo not given),6,-20,-2,-5,0.91,10,0.91,-4,9
CC(=O)c1ccc(N2CCN(S(=O)(=O)c3c(C)[nH]c(=O)[nH]c3=O)CC2)cc1,18,-1,-2,-7,0.98,2,1,1,0
O=C(NCc1ccco1)c1cc(C(=O)C2CC2)c[nH]1,6,1,-2,-3,1,-2,0.87,0,13
COc1cc(C)c(/C=C/C(C)=C/C=C/C(C)=C/C(=O)O)c(C)c1C,19,-4,-4,-4,0.8,20,0.88,-7,12
CC(=O)N1CCc2cc(S(=O)(=O)C(C)CC(=O)NCc3ccc(C)o3)ccc21 (stereo not given),16,2,-1,5,1,-1,0.88,-2,12
COc1ccc(NC(=O)Cn2cc(C(C)=O)c3ccccc32)cc1,7,2,-4,1,0.94,6,1.2,0,-19
C[C@@]12C(=O)N(Cc3ccc(F)cc3)CC(=O)N1[C@H]1c3cc(Cl)ccc3OC[C@@H]1[C@@H]2c1ccccc1,15,-8,0,-2,0.98,2,0.92,-6,8
O=C(Cc1ccsc1)NCc1ccccc1F,0,3,2,-5,1.1,-6,0.96,0,4
CC(=O)N(CCP(=O)(c1ccccc1)c1ccccc1)Cc1ccco1,20,-1,-5,-6,0.97,2,0.85,1,15
Cc1ccc(S(=O)(=O)N2CCC(C(=O)NC3CCCCCC3)CC2)cc1,11,1,-2,-5,1.1,-12,1.1,-3,-6
CC(NC(=O)[C@@H](C)NC(=O)[C@@H]1Cc2ccccc2CN1C(=O)OC(C)(C)C)c1ccccc1 (stereo not given in full),13,2,2,9,1.1,-10,1.1,-3,-7
CC(C)c1nnc(SCC(=O)NC2CCCC2)n1C,6,-1,-2,-13,1,-4,1.1,1,-9
COc1ccccc1CC(=O)N1CCN(c2cccc(Cl)c2)CC1,16,-1,-1,3,1,-2,1.1,1,-10
COc1ccc(C(=O)NCCNC(=O)c2cc(OCC(F)(F)F)ccc2OCC(F)(F)F)cc1,-5,-1,-3,-5,0.95,5,1.1,-4,-6
O=C(O)C(NS(=O)(=O)c1ccc(F)cc1)c1ccccc1 (stereo not given),5,1,1,-2,0.99,1,1.1,-4,-10
CC(=O)Nc1cc(C(=O)N2CCOCC2)ccc1S(=O)(=O)c1ccc(C)cc1,19,3,3,-2,0.96,4,1.1,-1,-11
CSC1=NC(C)N2C(SC)=NC(C)N12 (stereo not given),15,-1,8,0,0.93,7,0.93,1,7
O=C(O)COc1ccccc1C1C2C(=O)N(c3ccc(F)cc3)C(=O)C2ON1c1ccccc1 (stereo not given),4,0,1,-3,0.96,4,1,-3,-1
CCS(=O)(=O)N1CCC(C(=O)Nc2cc(C)ccc2O)CC1,14,4,-7,-5,0.98,2,0.98,-2,2
N#Cc1ccc(C(=O)Nc2cccc(NC(=O)c3ccco3)c2)c(F)c1,6,0,3,1,0.87,13,0.97,-1,3
Oc1ccccc1Oc1ncc(Br)c(N2CCOCC2)n1,-4,2,1,-4,1.1,-11,1.1,-1,-13
CNC(=S)N(Cc1ccc(OC)cc1)C1CC(=O)N(c2ccc(Cl)cc2)C1=O (stereo not given),-8,3,-1,-4,1.1,-7,0.87,-2,13
COc1ccc2c(c1OC)C(=O)N1N=C(c3ccccc3)CC21 (stereo not given),12,-1,-4,-7,0.95,5,1.1,-3,-8
CCc1nc(NCC2CCCN2CC)c2nnn(Cc3ccccc3F)c2n1 (stereo not given),16,-13,-3,-5,1.1,-8,0.96,0,4
Cc1ccc(CNC(=O)c2ccc(Cn3cc(-c4ccc(C)cc4)nc3-c3ccncc3)cc2)cc1,6,-6,-4,-10,1,-1,0.96,-7,4

# 15 neighbouring entries out of the list so far, for reference:
SMILES,NLRP3 yeast inh,SENP1 inh,A3A deaminase,APOBEC3G inh,mIAP activ,mIAP inh,hIAP act,beta cell repl,hIAP inh
CC(NC(=O)[C@@H](C)NC(=O)[C@@H]1Cc2ccccc2CN1C(=O)OC(C)(C)C)c1ccccc1 (stereo not given in full),13,2,2,9,1.1,-10,1.1,-3,-7
CC(C)c1nnc(SCC(=O)NC2CCCC2)n1C,6,-1,-2,-13,1,-4,1.1,1,-9
COc1ccccc1CC(=O)N1CCN(c2cccc(Cl)c2)CC1,16,-1,-1,3,1,-2,1.1,1,-10
COc1ccc(C(=O)NCCNC(=O)c2cc(OCC(F)(F)F)ccc2OCC(F)(F)F)cc1,-5,-1,-3,-5,0.95,5,1.1,-4,-6
O=C(O)C(NS(=O)(=O)c1ccc(F)cc1)c1ccccc1 (stereo not given),5,1,1,-2,0.99,1,1.1,-4,-10
CC(=O)Nc1cc(C(=O)N2CCOCC2)ccc1S(=O)(=O)c1ccc(C)cc1,19,3,3,-2,0.96,4,1.1,-1,-11
CSC1=NC(C)N2C(SC)=NC(C)N12 (stereo not given),15,-1,8,0,0.93,7,0.93,1,7
O=C(O)COc1ccccc1C1C2C(=O)N(c3ccc(F)cc3)C(=O)C2ON1c1ccccc1 (stereo not given),4,0,1,-3,0.96,4,1,-3,-1
CCS(=O)(=O)N1CCC(C(=O)Nc2cc(C)ccc2O)CC1,14,4,-7,-5,0.98,2,0.98,-2,2
N#Cc1ccc(C(=O)Nc2cccc(NC(=O)c3ccco3)c2)c(F)c1,6,0,3,1,0.87,13,0.97,-1,3
Oc1ccccc1Oc1ncc(Br)c(N2CCOCC2)n1,-4,2,1,-4,1.1,-11,1.1,-1,-13
CNC(=S)N(Cc1ccc(OC)cc1)C1CC(=O)N(c2ccc(Cl)cc2)C1=O (stereo not given),-8,3,-1,-4,1.1,-7,0.87,-2,13
COc1ccc2c(c1OC)C(=O)N1N=C(c3ccccc3)CC21 (stereo not given),12,-1,-4,-7,0.95,5,1.1,-3,-8
CCc1nc(NCC2CCCN2CC)c2nnn(Cc3ccccc3F)c2n1 (stereo not given),16,-13,-3,-5,1.1,-8,0.96,0,4
Cc1ccc(CNC(=O)c2ccc(Cn3cc(-c4ccc(C)cc4)nc3-c3ccncc3)cc2)cc1,6,-6,-4,-10,1,-1,0.96,-7,4

# Next part:
SMILES,NLRP3 yeast inh,SENP1 inh,A3A deaminase,APOBEC3G inh,mIAP activ,mIAP inh,hIAP act,beta cell repl,hIAP inh
CC(=O)c1sc(-c2cccc(Cl)c2)nc1C,14,1,1,-4,1.2,-17,1.1,-2,-13
COc1cc(S(=O)(=O)NC2CCCCC2)c(C)cc1C,29,3,0,3,1.1,-9,0.96,1,4
Cc1cccc(OCC(=O)NN2C(=O)C3C4C=CC(O4)C3C2=O)c1 (stereo not given),-5,-1,4,-3,1.1,-6,1,-1,-3
CCc1nnc(NC(=O)CSc2nnc(-c3ccccc3OC)n2-c2ccccc2)s1,3,4,-3,-7,1,-3,0.91,-1,9
COc1ccc(-c2sc(Nc3ccccc3)n[n+]2-c2ccc(F)cc2)cc1Br,25,1,-4,-8,0.87,13,0.82,5,18
NCCCNc1nc(N)c([N+](=O)[O-])c(NC2CCCCC2)n1,15,-1,-3,-7,0.92,8,0.89,-4,11
CCN(CC)S(=O)(=O)c1cccc(C(=O)NCc2ccccc2)c1,12,0,1,-9,1,-1,1,0,-1
CC(C)OC(=O)CC(=O)CSc1nc2c(cc1C#N)CCCC2,0,-20,2,2,1,-5,1.2,-7,-16
O=C(CSCCO)Nc1cccc2ccccc12,3,-3,0,-7,1,0,1,0,-2

# Screens (PubChem BioAssay)

# An excerpt. The share of hits here may be higher or lower than overall.
